Screening data from PubChem BioAssay.
Insulin prom inh = TRM-6 insulin promoter activity inhibition; 130,000 tested, 0.9% active; TRM-6 cells (human fetal islet line), insulin promoter-eGFP reporter, imaging; reporter expression induced with tamoxifen; inhibition, % at 2 µM;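 active = inhibition above the mean plus 3 SD, with well images judged a real hit on visual review, cut at about 60% in these data, passing the limit was not always enough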
SDO1 yeast rescue = sdo1-depleted yeast growth rescue. S. cerevisiae sdo1-depleted JHY4D growth rescue, OD600 30 h; stronger effect = higher value; pdr5 snq2 efflux-pump mutant strain. z-score at 10 µM. 140,000 tested, 0.21% active;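 active = z-score above 3 at both the 24 hr and the 30 hr optical density reads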;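 note: z-score against mean and SD of all compound wells on the same plate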
SDO1 yeast rescue Rescue 24 h = further read-out of SDO1 yeast rescue, marked with its call; z-score; S. cerevisiae sdo1-depleted JHY4D growth rescue, OD600; measured here: growth rescue at 24 h;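 0 is the plate mean of compound wells and units are plate SD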
An asterisk follows results filed as active; nt = not tested or not shown.

SMILES | Insulin prom inh | SDO1 yeast rescue | SDO1 yeast rescue Rescue 24 h
CCc1nc(SCC(=O)Nc2cccc(C(F)(F)F)c2)c2c(=O)n(C)c(=O)n(C)c2n1 | nt | -0.66 | -0.54
Cn1c(=O)c2c(ncn2CC(=O)Nc2nc(-c3ccccc3Cl)cs2)n(C)c1=O | nt | -0.68 | -1.2
Nc1cc2nsnc2cc1Br | nt | 1.5 | 1
O=C(Oc1cccnc1)c1cc2ccccc2oc1=O | 38 | 0.71 | 0.65
CCOc1ccc(-n2c(SCc3ccc([N+](=O)[O-])cc3)nnc2-c2ccc(OC)cc2)cc1 | 67 | -0.28 | -0.81
O=C(CSc1nc(O)cc(=O)n1-c1ccccc1)NCc1ccccc1 | -65 | 0.4 | 0.1
O=C1/C(=C\c2ccco2)SC(=S)N1c1ccccc1 | nt | -0.1 | 0.45
CCN(CC)S(=O)(=O)c1ccc(N2CCCC2)c(NC(=O)c2ccc(OC)cc2OC)c1 | 36 | nt | nt
CN(C)S(=O)(=O)Nc1cc(Cl)cc(Cl)c1 | -25 | nt | nt
O=C(CN1C(=O)c2ccccc2C1=O)NCCc1c[nH]c2ccc(Cl)cc12 | -36 | 0.78 | 0.92
Cc1cccc(NC(=O)c2ccc(COc3ccc(Cl)cc3Cl)o2)n1 | 20 | -1.6 | -1.3
Cc1cccc(N2CCN(C(=O)c3cc(S(=O)(=O)N(C)C)ccc3N3CCCC3)CC2)c1C | -22 | nt | nt
Cc1onc(-c2ccccc2)c1C(=O)Nc1c(C)n(C)n(-c2ccccc2)c1=O | nt | -0.17 | -0.47
O=C(Nc1ccccc1)c1ccc(-c2ccccc2C(F)(F)F)o1 | 24 | -0.78 | -0.52
c1cc2c(cc1Oc1nc(N3CCOCC3)nc(N3CCOCC3)n1)OCO2 | 60 | -0.85 | -1.5
CCCC(=O)OCC(=O)Nc1cc(Cl)ccc1[N+](=O)[O-] | 0 | nt | nt
C=CCn1c(O)c(C=Nc2ccc(Cc3ccncc3)cc2)c(=O)[nH]c1=S | -7 | 0.85 | 0.97
CCn1c(SCC(N)=O)nnc1-c1cc2c(C)nn(-c3ccccc3)c2s1 | nt | -0.55 | -0.3
CCCC(=O)n1nc(-c2ccc(OC)cc2)nc1N | -80 | 0.67 | 0.7
Cc1ccc(-n2c(O)c(C=Nc3cc(C)on3)c3ccccc3c2=O)c(C)c1 | nt | -1.2 | -1.4
CCc1nnc2n1N=C(c1ccc(OC)cc1)CS2 | 58 | 0.68 | 1
O=C(OCCCN=C1NS(=O)(=O)c2ccccc21)c1ccc([N+](=O)[O-])cc1 | 28 | nt | nt
CCC1CCCCN1C(=O)CN1C(=O)CSC1=O (configuration not stated) | nt | 1.1 | 1.9
CCc1ccc(/C=N/NC(=O)c2cc(C)on2)s1 | 9 | -0.88 | -1.6
C(=N\N=C\c1cccnc1)/c1cccnc1 | -16 | 0.48 | 0.46

Another view of 2 compounds above.
canonical_smiles: O=C(Oc1cccnc1)c1cc2ccccc2oc1=O
- Insulin prom inh: 38
- SDO1 yeast rescue: 0.71
- SDO1 yeast rescue Rescue 24 h: 0.65

canonical_smiles: CCOc1ccc(-n2c(SCc3ccc([N+](=O)[O-])cc3)nnc2-c2ccc(OC)cc2)cc1
- Insulin prom inh: 67
- SDO1 yeast rescue: -0.28
- SDO1 yeast rescue Rescue 24 h: -0.81

Additional records.
SMILES | Insulin prom inh | SDO1 yeast rescue | SDO1 yeast rescue Rescue 24 h
CCOc1ccc(/C=N/OCC(=O)NCc2ccc3c(c2)OCO3)cc1OC | nt | 0.53 | 0.4
CCC1=NN2C(=N)/C(=C/c3c(C)nn(-c4ccccc4)c3Cl)C(=O)N=C2S1 | nt | -0.76 | -0.52
Cc1ccccc1Nc1nc(N)nc(COC(=O)c2cccc(S(=O)(=O)NCc3ccccc3)c2)n1 | -31 | 0.74 | 0.46
CC1(C)Cc2noc(N)c2C(C)(C)N1OC(=O)c1ccco1 | 0 | -0.61 | -1.2
CCOC(=O)c1nn(-c2ccccc2C)c2nc(-c3ccc(C)cc3)c(C#N)c(=O)n12 | 10 | -0.58 | -0.38
COc1ccccc1CN(Cc1cc2cc(C)ccc2[nH]c1=O)Cc1nnnn1CC1CCCO1 (configuration not stated) | 27 | -0.5 | -1.2
O=C(Cc1cc(=O)oc2cc(O)ccc12)NCC1CCC(C(=O)O)CC1 (configuration not stated) | -3 | -0.14 | -0.66
CC1SC(c2ccc(Cl)cc2)NC1=O (configuration not stated) | -444 | -0.23 | -0.89
CC(=O)N1N=C(c2ccc(Br)cc2)OC1(C)CC(=O)Nc1ccccc1 (configuration not stated) | nt | -0.06 | -0.25
N#Cc1c(N2CCOCC2)nc(-c2ccco2)c2c1CCCC2 | 14 | -0.77 | 0.27
Cc1cc(C2=NNC(=NC3CC3)SC2)c(C)n1-c1ccccc1F | 19 | -0.92 | -0.25
Oc1ccccc1-c1cc(-c2ccco2)[nH]n1 | -17 | -0.88 | -0.85
O=C(CSc1nnc(-c2ccncc2)o1)Nc1ccccc1Cl | -32 | 0.5 | 0.69
O=C(Nc1cccc(Cl)c1)ON=C1c2ccccc2-c2ccccc21 | nt | -1.1 | -0.67
CC(C)c1ccc(NC(=O)C(c2ccccc2)N2CCOCC2)cc1 (configuration not stated) | nt | -2 | -1.9
COc1ccccc1-c1nnc(NC(=O)C2=COCCO2)o1 | 19 | 0.45 | 0.89
OC(COCc1ccccc1)CN1CCN(c2ccccc2)CC1 (configuration not stated) | nt | 0.53 | -0.14
CCc1ccc(C(C)NC(=O)c2ccc(F)cc2)cc1 (configuration not stated) | -3 | 0.08 | -0.03
CC(Sc1nnc2ccccn12)C(=O)Nc1ccc(Cl)cn1 (configuration not stated) | nt | -0.34 | -0.45
CCN1CCN(CC(=O)Nc2ccc3c(c2)OCO3)C(=O)C1=O | nt | 0.39 | 0.14
Cc1ccc(OCCCn2c(=O)oc3ccccc32)cc1 | -27 | nt | nt
Cc1ccc([N+](=O)[O-])cc1S(=O)(=O)n1ccnc1C | 54 | nt | nt
CN(O)/C=C1\C(=O)Nc2ccccc21 | 71 | 0.76 | 1.5
O=C1NC(=O)C(CC(=O)N(Cc2cccs2)C2(C(=O)NC3CCCC3)CCCCC2)N1 (configuration not stated) | -6 | 0.18 | -1.3
O=C(Nc1ccc(NC(=O)c2ccc(S(=O)(=O)c3ccccc3)cc2)cc1)c1ccccc1 | -25 | 0.49 | 1.5

Further entries
SMILES | Insulin prom inh | SDO1 yeast rescue | SDO1 yeast rescue Rescue 24 h
COc1cccc(OC)c1C(=O)Nc1ccc(NC(=O)c2ccco2)cc1 | nt | -0.54 | -0.81
CCc1ccc(NC(=O)CO/N=C(\C)c2cc3ccccc3o2)cc1 | 27 | -0.91 | -0.89
O=C1C(Cc2ccc(Br)cc2)SC(=Nc2ccccc2)N1c1ccccc1 (configuration not stated) | 0 | -0.4 | 0.51
Cc1ccc(OCCC(=O)Nc2ccc(F)c(Cl)c2)cc1 | -13 | -0.37 | -0.17
CCOc1ccc2nc(NC(=O)C3CCCO3)sc2c1 (configuration not stated) | -42 | nt | nt
Cc1ccccc1N1C(S)=C(C#N)C(=O)NC1c1ccco1 (configuration not stated) | -73 | nt | nt
Clc1cccc(NCc2nnc(SCc3ccc(Cl)cc3Cl)o2)c1 | 16 | -1.7 | -0.63
COC(=O)CN1C(=S)N(c2ccc(OC)cc2)C(=O)C1CC(=O)Nc1ccc(F)cc1 (configuration not stated) | 13 | nt | nt
CCCCC1C(C#N)=C(C)NC2=C1C(=O)CC(C)(C)C2 (configuration not stated) | -47 | 0.25 | 0.37
CCOC(=O)CC(=O)CSc1nc2c(c(-c3cccs3)c1C#N)CCC2 | nt | -0.89 | -0.84
N#CC(c1ccccc1)c1ccc2c(C(F)(F)F)cc(C(F)(F)F)nc2n1 (configuration not stated) | -42 | -1.4 | -0.86
CCN(CC)CCCNc1oc(-c2cccc(Cl)c2)nc1C#N | 14 | -0.01 | -0.78
O=C(c1ccco1)N1CCC(n2nnc3ccccc32)CC1 | -31 | 0.13 | 0.16
CC(OC(=O)C1CCCCC1)C(=O)Nc1cccc(Cl)c1 (configuration not stated) | -108 | nt | nt
COc1ccc2occ(C(=O)c3cccs3)c2c1 | 16 | -0.95 | -0.62
C#CC(CC)(CC)NC(=S)Nc1cccc(C(C)=O)c1 | nt | -1.6 | -1.2
CCC(C)NCC(=O)Nc1sc2c(c1C(N)=O)CCC2 (configuration not stated) | 17 | -0.23 | -0.86
Cc1cc(C(C)(C)C)ccc1OCCn1ccnc1 | 22 | 0.32 | 0.29
Nc1ccccc1NC1=CC(=O)CC(c2ccccc2)C1 (configuration not stated) | 31 | nt | nt
CCOC(=O)c1sc(NC(=O)COC(=O)CNC(=O)c2ccco2)c(C(=O)OCC)c1C | 32 | 0.01 | -0.17
O=C(CN1C(=O)CC(c2ccccc2)=Nc2ccccc21)NCc1ccccc1 | -75 | -1.2 | -1.9
O=C(NC(CO)Cc1ccccc1)c1ccccc1 (configuration not stated) | 21 | 0.14 | -0.94
CCCOc1cccc(C(=O)NC(=S)Nc2cccc(C(F)(F)F)c2)c1 | 11 | -2.1 | -1.2
CCS(=O)(=O)n1nc(-c2ccc(OC)cc2)nc1SC | 68 | -0.42 | 0
Cc1cc(C)c(C#N)c(SCc2nc3ccccc3[nH]2)n1 | 10 | -0.14 | 0.12

Other results
SMILES | Insulin prom inh | SDO1 yeast rescue | SDO1 yeast rescue Rescue 24 h
CCn1c(SCC(=O)N2CCCc3ccccc32)nnc1-c1c[nH]c2ccccc12 | 24 | -0.69 | -0.51
C=C(Cl)COc1ccc2c(CCCC)cc(=O)oc2c1 | 71 | -1.8 | -1.6
CCOC(=O)Cn1c(-c2nonc2NC(=O)c2ccccc2F)nc2ccccc21 | 0 | 0.28 | 2.2
O=C(CN(C(=O)c1csnn1)c1cccc2ccccc12)NC1CCCC1 | -14 | nt | nt
CCOc1cc(C)c(-c2onc(C(F)(F)F)c2-c2csc(C)n2)c(O)c1 | 9 | -1.6 | -1.1
COc1ccccc1NC(=O)CSc1nnc(CC(=O)Nc2ccccc2)n1C | 31 | 0.78 | -0.38
CC(C)NC(=O)C1CCN(C(=O)N(C)C)CC1 | -12 | 0.7 | 0.52
CCCc1nc2c(o1)CC(CC(C)SCC)CC2=O (configuration not stated) | -274 | 0.59 | 0.4
CCC(C)/C(C)=N/NC(=O)c1cn(-c2ccccc2)nc1-c1ccccc1 (configuration not stated) | nt | 0.44 | 0.38
COc1ccc(/C=N/n2c(-c3ccco3)nc3ccccc3c2=O)cc1 | 71 | -0.68 | -0.23
Nc1ccc2nc(SCC(=O)N3CCOCC3)sc2c1 | 80* | nt | nt
CCC(=O)Nc1ccc(NC(=O)CSc2nnnn2CC)cc1C | -7 | 0.98 | -0.33
Cc1cc(C)nc(NCCO)n1 | 7 | nt | nt
Cc1ccc(C)c(NC(=O)/C(C#N)=C/c2cn(CC(=O)NCc3ccco3)c3ccccc23)c1 | 22 | -0.55 | 1.1
CC12CCC(c3c(C(=O)Nc4nccs4)nn(-c4ccccc4)c31)C2(C)C (configuration not stated) | nt | -1.8 | -1.2
CC(C)(C)c1ccc(-c2nc(C=O)c3ccccn23)cc1 | nt | -1.7 | -1.5
COc1ccc(CSc2nnnn2-c2ccccc2)cc1 | 3 | -0.06 | 0.05
Cc1ccc(N=Cc2cc3c(cc2O)OC(N)=C(C#N)C3c2ccccc2)cc1 (configuration not stated) | nt | 0.66 | 0.68
Cc1ccc(S(=O)(=O)NCC(=O)N/N=C/c2ccc(Cl)cc2Cl)cc1 | nt | -0.85 | -1.3
CCCCn1c(SCc2cccnc2)nc2c1c(=O)n(C)c(=O)n2C | -62 | -0.15 | -0.23
O=C1CCCc2c1cc(C(=O)NCc1ccco1)c(=O)n2-c1ccc(Cl)cc1 | -53 | 0.46 | 0.07
CC(NC(=O)/C(C#N)=C/c1ccc(Cl)c([N+](=O)[O-])c1)c1ccccc1 (configuration not stated) | nt | -2.1 | -1.7
Cc1ccc2nc3c(cc2c1)c(NC(=O)c1ccccn1)nn3CC(C)C | -10 | -2.3 | -1.5
COCC(C)NCc1cccc(OC)c1OC (configuration not stated) | -51 | 0.59 | -0.72
COc1ccc(-c2ccc(-c3noc(-c4ccccc4OC)n3)c(OC)n2)cc1 | -6 | -0.31 | 0.62

Profiles from above. Order of values: Insulin prom inh | SDO1 yeast rescue | SDO1 yeast rescue Rescue 24 h
Shown for CCCCn1c(SCc2cccnc2)nc2c1c(=O)n(C)c(=O)n2C → -62 | -0.15 | -0.23
Shown for CCOC(=O)c1sc(NC(=O)COC(=O)CNC(=O)c2ccco2)c(C(=O)OCC)c1C → 32 | 0.01 | -0.17
Shown for CC(=O)N1N=C(c2ccc(Br)cc2)OC1(C)CC(=O)Nc1ccccc1 (configuration not stated) → nt | -0.06 | -0.25

Only SDO1 yeast rescue and SDO1 yeast rescue Rescue 24 h (3 entries from above):
canonical_smiles | SDO1 yeast rescue | SDO1 yeast rescue Rescue 24 h
COCC(C)NCc1cccc(OC)c1OC (configuration not stated) | 0.59 | -0.72
CCCc1nc2c(o1)CC(CC(C)SCC)CC2=O (configuration not stated) | 0.59 | 0.4
Cc1ccc(S(=O)(=O)NCC(=O)N/N=C/c2ccc(Cl)cc2Cl)cc1 | -0.85 | -1.3

A portion of the library; rates above refer to the full screens.
